Assay outcomes as filed in PubChem.
CASP6 VEID inh = inhibitors of human caspase-6; P55212; purified caspase-6, Z-VEID-R110 cleavage fluorescence; inhibition, % at 12.5 µM; 350,000 compounds, 0.53% hits; AID 686996;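 active = mean inhibition across replicates at least about 35%, with every replicate also reaching that limit, limit read from the data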;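 note: 0% = median of neutral control wells and 100% = no fluorescence left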
Target sequence (P55212 24-179 limits assumed): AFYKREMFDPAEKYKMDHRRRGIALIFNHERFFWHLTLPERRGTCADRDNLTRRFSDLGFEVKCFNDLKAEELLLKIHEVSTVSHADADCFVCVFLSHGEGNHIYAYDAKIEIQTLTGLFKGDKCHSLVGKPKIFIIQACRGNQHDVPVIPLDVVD
Target sequence (P55212 194-293 limits assumed): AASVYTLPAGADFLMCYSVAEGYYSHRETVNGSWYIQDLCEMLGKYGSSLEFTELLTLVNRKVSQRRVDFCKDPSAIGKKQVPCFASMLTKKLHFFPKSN
SIRT5 block = blocks human SIRT5 desuccinylation of peptide | AID 652115 | inhibition, % at 15 µM | Purified SirT5, succinyl-peptide AMC, trypsin-coupled fluorescence | Q9NXA8 | 330,000 compounds, 1.1% hits; in the data active = inhibition above about 15%
Target sequence (Q9NXA8 whole entry, looked up): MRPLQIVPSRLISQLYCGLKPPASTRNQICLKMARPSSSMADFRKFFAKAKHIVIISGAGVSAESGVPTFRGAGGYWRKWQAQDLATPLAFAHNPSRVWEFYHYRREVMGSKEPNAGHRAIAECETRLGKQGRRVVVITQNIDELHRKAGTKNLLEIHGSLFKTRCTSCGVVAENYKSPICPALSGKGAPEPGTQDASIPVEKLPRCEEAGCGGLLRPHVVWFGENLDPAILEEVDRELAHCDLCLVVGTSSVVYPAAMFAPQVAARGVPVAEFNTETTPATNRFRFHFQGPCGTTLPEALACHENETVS
esBAF inh = SWI/SNF esBAF complex inhibition. mouse ES cells, Bmi1-luciferase knock-in reporter, 24 h; 100% = twice the neutral-well signal. 350,000 compounds, 2% hits. reporter increase, % at 12.5 µM; in the data active = activation above about 40%;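 note: 0% = median of the plate's neutral control wells and 100% = double that signal; a rise in the Bmi1 reporter signal indicates esBAF inhibition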
FN deposition inh = fibronectin deposition inhibition; 350,000 compounds, 0.086% hits; AID 743247; inhibition, % at 12.6 µM; AH1F fibroblasts, Alexa488-fibronectin deposition fluorescence, overnight;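 active = mean inhibition across replicates of 30% or more, regardless of how many single replicates reach that level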;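 note: positive control wells lacked labelled fibronectin entirely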
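Assay system: AH1F fibroblasts / Quantity: 10000 cells per well / Medium: DMEM plus 2% serum, read in PBS / Reagent: labelled fibronectin 24 nM / Dosing: single dose, pinned / Times: 1 h cell attachment, overnight exposure to compound and label / Signal: fluorescence, ex 485 nm, em 525 nm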
LGR2 inh = blocks bursicon-induced cAMP signaling via Drosophila LGR2. 380,000 compounds, 0.35% hits. AID 720647. HEK293 LGR2, CRE-luciferase, bursicon-stimulated, 4 h. inhibition, % at 9.99 µM;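 active = drop in luminescence signal, shown as inhibition above about 50% in the replicate tests, limit read from the data, passing the limit was not always enough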;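 note: agonist challenge used bursicon conditioned medium at about half maximal strength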
S100A4 inh HTS = S100A4-myosin IIA interaction inhibition; inhibition, % at 10.7 µM; 360,000 compounds, 0.14% hits; P26447; AID 652163; S100A4/TAMRA-MyoIIA peptide fluorescence polarization;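 active = mean inhibition of at least 70% across replicates, with every replicate also reaching that level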
Target sequence (P26447 whole entry, looked up): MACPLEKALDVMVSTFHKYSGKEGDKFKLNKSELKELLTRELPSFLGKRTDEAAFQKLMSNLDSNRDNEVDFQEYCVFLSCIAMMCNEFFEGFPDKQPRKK
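Test system: S100A4 monomer protein. Medium: HEPES buffer with Ca2+, pH 7.2. Reagent: fluorescent myosin IIA peptide, 5 nM. Compound dosing: single-point compound testing. Timing: 5 min between mix addition and reading. Benchmarks: DMSO neutral and TFP positive wells.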
C2C12 statin = protects C2C12 myotubes from simvastatin toxicity; ATP luminescence, 48 h; scaled: DMSO 0, geranylgeraniol control 100; rescue of ATP level, % at 7.49 µM; 330,000 compounds, 0.78% hits; AID 602340;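 active = mean ATP rescue above about 67%, or every replicate alone reaching that limit, limit read from the data, passing the limit was not always enough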;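 note: myotubes were challenged with 10 µM simvastatin during compound exposure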
Numbers without * were called inactive; . = no result given. This is a subset; count on the stated rates, not on these rows.

item	Structure	CASP6 VEID inh	SIRT5 block	esBAF inh	FN deposition inh	LGR2 inh	S100A4 inh HTS	C2C12 statin
1	CCC(=NCc1ccco1)c1c(O)n(-c2ccccc2)c(=O)[nH]c1=O	.	.	-7	.	-9	.	5
2	Cc1cccc(C)c1-n1nnnc1C(c1ccnc2ccccc12)N1CCC2(CC1)C(=O)NCN2c1ccccc1 (stereo not given)	2	0	-30	-7	-15	-3	-79
3	CCC(=O)OC(Cc1ccccc1)(c1ccccc1)C(C)CN(C)C (stereo not given)	.	-8	0	2	-12	-4	1
4	CC(C)n1nnnc1CN1CCN(C)CC1	.	.	-7	.	2	.	99*
5	COC(=O)C1=C(c2cccc(OCc3ccccc3)c2)C[C@@H]2CC[C@H]1N2C(=O)NCCOc1ccc(OC)cc1	-1	.	2	2	8	-1	-11
6	c1ccc(C(CN2CCCCC2)c2ccccc2)cc1	4	.	1	.	-8	-3	-4
7	N#CCCn1cc(C(=O)Nc2ccc([N+](=O)[O-])cc2)c(-c2ccc3c(c2)OCCO3)n1	3	4	.	.	-3	4	.
8	CC(=NCCN1CCCCC1)c1c(O)n(-c2ccccc2)c(=O)[nH]c1=O	-8	1	.	1	9	2	.
9	S=C(NCCc1ccccc1)NCCc1cnc[nH]1	-13	-3	6	-13	-9	2	22
10	O=C(Cc1ccccn1)N1CCCCN2[C@H](CO)[C@@H](c3ccc(-c4ccccc4)cc3)[C@H]2C1	0	-4	.	.	13	11	.
11	COc1ccc(CN2CCN(Cc3ccccc3F)CC2)cc1	-2	0	-4	0	-16	-2	1
12	O=c1[nH]c(=O)n(Cc2ccco2)c(O)c1C=NCCN1CCNCC1	-24	0	.	-24	6	-2	.
13	O=C(NC[C@H]1CC[C@H]2[C@H](CN2Cc2cccnc2)O1)C1CC1	1	-9	.	.	.	-20	.
14	CCOC(=O)CSCCOc1ccc(C=C2C(=O)NC(=O)NC2=O)cc1OC	5	-2	.	-5	12	-3	.
15	CCCC(C)C1C(C#N)=C(N)Oc2c1c(=O)oc1ccccc21 (stereo not given)	.	.	0	.	13	.	-10
16	O=C(Cc1ccccn1)N1CCCCN2[C@H](C1)[C@@H](c1ccc(-c3ccccc3F)cc1)[C@@H]2CO	-4	1	1	.	-8	-10	-30
17	Cc1ccsc1C(=O)C1CCCN(CCO)C1 (stereo not given)	-2	-2	.	9	.	-1	.
18	CC(C)CNC(=O)/C=C/C=C/CCCCCC/C=C/c1ccc2c(c1)OCO2	-4	-1	4	.	11	2	6
19	CC[n+]1c(-c2ccccc2)c2cc(N)ccc2c2ccc(N)cc21	99*	-1	.	3	39	130*	.
20	O=[N+]([O-])c1ccc(C(c2ccc([N+](=O)[O-])cc2)c2ccc([N+](=O)[O-])cc2)cc1	0	-2	2	5	-5	-1	1
21	CNC(C(=O)c1ccccc1)C(OC(C)C)c1ccc(Cl)cc1 (stereo not given)	.	.	-6	2	-4	.	-5
22	CC(ON1CC1(C(F)(F)F)C(F)(F)F)(C(N)=O)C(N)=O (stereo not given)	.	.	0	2	-3	.	6
23	COC(=O)C1=C(c2ccc(F)cc2OCc2ccccc2)C[C@@H]2CC[C@H]1N2C(=O)NC1Cc2ccccc2C1	4	3	7	5	12	-1	-26
24	CCn1cc(C(=O)c2cccs2)c2ccccc21	.	.	-4	6	-9	.	-44
25	COc1ccc(C(CNC(=O)c2ccc3c(c2)CCC3)N(C)C)cc1 (stereo not given)	-4	-16	-6	6	-12	1	-133
26	Cn1c(=O)cc(OCC(=O)N2CCN(C3CCCCC3)CC2)c2ccccc21	-1	.	-8	-24	-8	1	5
27	COc1ccc(C2(C#N)CCN(C)CC2)cc1	-1	-1	.	1	1	0	.
28	CSc1nc(NC(C)C)nc(NC(C)C)n1	-2	-2	-4	8	-25	-2	6
29	O=C1NC(=O)C(=Cc2cccs2)C(=O)N1	-2	.	7	.	6	0	4
30	CC1(C)OC(c2ccccc2)=C/C(=C/C=C2C(=O)NC(=O)NC2=O)O1	-3	1	.	-1	7	7	.

Record cards (already shown):
COC(=O)C1=C(c2cccc(OCc3ccccc3)c2)C[C@@H]2CC[C@H]1N2C(=O)NCCOc1ccc(OC)cc1 reads CASP6 VEID inh = -1; SIRT5 block = .; esBAF inh = 2; FN deposition inh = 2; LGR2 inh = 8; S100A4 inh HTS = -1; C2C12 statin = -11
O=C(NC[C@H]1CC[C@H]2[C@H](CN2Cc2cccnc2)O1)C1CC1 reads CASP6 VEID inh = 1; SIRT5 block = -9; esBAF inh = .; FN deposition inh = .; LGR2 inh = .; S100A4 inh HTS = -20; C2C12 statin = .
O=C1NC(=O)C(=Cc2cccs2)C(=O)N1 reads CASP6 VEID inh = -2; SIRT5 block = .; esBAF inh = 7; FN deposition inh = .; LGR2 inh = 6; S100A4 inh HTS = 0; C2C12 statin = 4

4 compounds out of the list, arranged by formula weight, falling:
item	Structure	CASP6 VEID inh	SIRT5 block	esBAF inh	FN deposition inh	LGR2 inh	S100A4 inh HTS	C2C12 statin
21	CNC(C(=O)c1ccccc1)C(OC(C)C)c1ccc(Cl)cc1 (stereo not given)	.	.	-6	2	-4	.	-5
13	O=C(NC[C@H]1CC[C@H]2[C@H](CN2Cc2cccnc2)O1)C1CC1	1	-9	.	.	.	-20	.
6	c1ccc(C(CN2CCCCC2)c2ccccc2)cc1	4	.	1	.	-8	-3	-4
27	COc1ccc(C2(C#N)CCN(C)CC2)cc1	-1	-1	.	1	1	0	.

The list goes on:
item	Structure	CASP6 VEID inh	SIRT5 block	esBAF inh	FN deposition inh	LGR2 inh	S100A4 inh HTS	C2C12 statin
31	COc1ccc(C)cc1NC1=NCCCS1	2	2	.	4	-1	-3	.
32	COC(=O)C1=C(c2ccc(F)cc2OCc2ccccc2)C[C@@H]2CC[C@H]1N2C(=O)NC1CCCCC1	-2	-1	6	-5	45	-2	-11
33	NP(=O)(Oc1ccccc1)Oc1ccccc1	4	.	.	1	-7	1	-21
34	CC1(CCO)CC(C)(CCc2ccccc2)OO1 (stereo not given)	2	2	.	.	.	-65	.
35	COC(=O)C1=C(c2ccc(OC)c(OC)c2)C[C@@H]2CC[C@H]1N2C(=O)N1CCC(C)CC1	1	-2	7	0	16	1	-2
36	CC(C)C[C@H](NP(=O)(O)O[C@@H]1O[C@@H](C)[C@H](O)[C@@H](O)[C@H]1O)C(=O)N[C@@H](Cc1c[nH]c2ccccc12)C(=O)O	-3	7	2	0	15	1	3
37	CCOC(=O)[C@]12Cc3ccccc3[C@H]1N(Cc1ccccc1)C(=O)c1cc(F)c(F)cc12	6	-8	.	-4	25	1	.
38	Cc1cc(C=C2C(=O)NC(=O)NC2=O)c(C)n1-c1cccnc1	-3	-1	-3	-24	10	14	5
39	O=C(Cn1c(=O)c(C(F)(F)F)nc2ccccc21)N1CCC2(CC1)OCCO2	-1	-6	3	.	6	4	-18
40	COC(=O)C1=C(c2cccc(C#N)c2)C[C@@H]2CC[C@H]1N2C(=O)NCCOc1ccc(OC)cc1	-3	.	-5	1	-9	-2	8
41	COC(=O)[C@H]1[C@H](CO)[C@H]2Cn3c(ccc(C4=CCCCC4)c3=O)[C@@H]1N2C(=O)NC(C)C	3	-12	0	.	-4	-4	12
42	O=C1NC(=O)C(=Cc2coc3ccccc3c2=O)C(=O)N1	6	-1	.	8	0	-3	.
43	CC(NS(C)(=O)=O)c1nnc2n1-c1ccc(Br)cc1C(c1ccccc1Cl)=NC2 (stereo not given)	2	-6	.	-6	-3	3	.
44	O=[N+]([O-])c1ccc(-c2ccccc2)c([As](=O)(O)O)c1	14	0	-5	0	-1	1	-4
45	CN1C(=O)c2ccccc2NC(=O)[C@]12O[C@@H]2c1ccccc1	-6	-2	16	.	-5	-5	-1
46	Cc1cc(OCC(=O)N2CCC(C(=O)O)(c3ccccc3)CC2)c2c(C)cc(=O)oc2c1	2	.	-4	.	12	-5	-9
47	Cc1ccc(C(O)(C(=O)OC(C)C)C(O)c2ccccc2)cc1 (stereo not given)	-1	-3	.	.	-5	-2	.
48	O=C(O)CN1C(=O)CN=C(c2ccccn2)c2cc(Cl)ccc21	2	0	-8	-2	9	0	-2
49	COC(=O)C1=C(c2ccc(-c3ccccc3)c(F)c2)C[C@@H]2CC[C@H]1N2C(=O)NCC1CC1	1	-2	-13	0	14	-1	-33
50	Cc1nn(Cc2ccccc2Cl)c(Cl)c1C(=O)OCC(=O)NC(=O)NC1CCCCC1	4	-6	.	-4	6	-4	.
51	CN(C)C1C(=O)C(C(N)=O)=C(O)C2(O)C(=O)C3=C(O)c4c(O)cccc4C(C)(O)C3C(O)C12 (stereo not given)	53*	40*	5	0	-2	-1	5
52	Cc1ccnc(NC(=O)CCCc2ccc(N(CCCl)CCCl)cc2)n1	-85	-1	-22	5	-10	0	1
53	COc1cccc(C(=O)C2CCCN(Cc3ccc4nsnc4c3)C2)c1 (stereo not given)	-3	2	-4	-6	14	-3	16
54	Cc1[nH]c2ccccc2c1C(=O)C(=O)N1CCC2(CC1)OCCO2	-6	-1	.	5	-13	-4	.
55	C[N+](C)(C)CC1CCCc2ccccc2C1=O (stereo not given)	-2	-2	.	-2	15	-3	.
56	Cc1ccc2cccc(OC(=O)N3CCCC3)c2n1	.	.	-8	5	.	.	7
57	CCn1c(O)c(C(=O)CC2NCCc3ccccc32)c(=O)n(CC)c1=S (stereo not given)	.	.	1	-13	.	-26	10
58	O=C(Nc1cccc(Cl)c1)OC1CN2CCC1CC2 (stereo not given)	4	-5	31	3	-14	0	-19
59	CC(=O)N1CCN(CCN=Cc2c(O)n(-c3ccc(C)cc3)c(=S)[nH]c2=O)CC1	1	0	-4	3	7	0	-13
60	COc1ccc2oc3c(c2c1)NC(=O)CN=C3c1ccccc1	-1	2	.	-10	42	2	.

(list continues)
Under each structure: CASP6 VEID inh	SIRT5 block	esBAF inh	FN deposition inh	LGR2 inh	S100A4 inh HTS	C2C12 statin
(61) CN1CCCN(c2ccc([N+](=O)[O-])nc2)CC1
→ -10	-2	5	-1	-9	0	0
(62) CCOc1cccc(=NC2CCCCC2)c2c(C)[nH]c(C)c12
→ 4	2	.	-5	1	-6	.
(63) O=C(O)[C@@H]1[C@@H](CO)[C@@H]2Cn3c(ccc(-c4ccccc4)c3=O)[C@H]1N2S(=O)(=O)c1ccccc1F
→ 0	9	5	.	1	1	12
(64) Oc1ccc(CCN2CCCCC2)cc1
→ 1	.	-4	6	-21	-68	11
(65) COC(=O)[C@H]1[C@H](CO)[C@H]2Cn3c(ccc(-c4ccccc4)c3=O)[C@@H]1N2CC1CCOCC1
→ -3	-5	-4	.	5	16	-2
(66) COC(=O)C1=C(c2ccc(F)cc2OCc2ccccc2)C[C@@H]2CC[C@H]1N2C
→ -2	.	-7	-12	8	0	-16
(67) O=c1[nH]c(=S)n(-c2ccccc2F)c(O)c1C=NCc1ccco1
→ .	.	6	1	3	.	0
(68) O=C1NC(=S)NC(=O)C1C1CCCCC1
→ -4	2	.	2	-4	0	.
(69) CN(C)C(=O)Oc1ccc2c(=O)c(Oc3ccccc3Br)coc2c1
→ -2	-8	-5	0	-16	-9	-6
(70) CC(C)NP(=O)(NC(C)C)OP(=O)(NC(C)C)NC(C)C
→ -2	0	10	0	3	4	-6
(71) CCN(CC)CCCC(C)N=C(c1ccccc1)c1c(O)n(C)c(=O)n(C)c1=O (stereo not given)
→ .	.	1	.	5	.	-1
(72) O=C1C(=O)N(c2ccccc2)P(=O)(N(CCCl)CCCl)N1c1ccccc1
→ -12	1	27	3	.	-5	4
